Assay outcomes from PubChem BioAssay.
GalR3 antag: human GalR3 antagonism; O60755; HEK293 GalR3-CNG cAMP membrane potential fluorescence; galR3 body fused to GalR1 C-terminus; inhibition, % at 3 µM; actives 0.44% (n = 360,000); AID 651719;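 active = inhibition above the screen-wide average plus 3 SD, cut at about 13% in these data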;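 also: forskolin and galanin both at EC90 stimulate the cells; cAMP rise reported by CNG channel membrane potential dye signal; 0% = forskolin plus galanin with DMSO and 100% = forskolin alone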
Target sequence (O60755 1-299 limits assumed): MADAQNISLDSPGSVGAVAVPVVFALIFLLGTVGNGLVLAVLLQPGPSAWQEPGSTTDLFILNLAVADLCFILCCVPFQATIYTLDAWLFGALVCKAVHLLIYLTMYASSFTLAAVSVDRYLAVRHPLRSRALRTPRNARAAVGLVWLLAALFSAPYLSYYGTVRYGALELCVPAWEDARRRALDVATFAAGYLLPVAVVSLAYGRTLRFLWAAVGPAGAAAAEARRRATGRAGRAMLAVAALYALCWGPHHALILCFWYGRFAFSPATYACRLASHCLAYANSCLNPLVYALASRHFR
OXTR potentiate: potentiates the human oxytocin receptor response | CHO-OTR cells, Fluo-8 calcium fluorescence, potentiator mode; 0% = oxytocin EC15, 100% = EC100 | P30559 | AID 2445 | actives 0.061% (n = 320,000) | activation, % at 3 µM;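 active = activation above that plate's cutoff, the mean activation of tested compounds plus 3 SD, cut at about 6.6% in these data, passing the limit was not always enough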;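 also: 100% uses oxytocin at 75 nM as the full agonist control; some results filed as inactive read as strong as hits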
Target sequence (P30559 whole entry, looked up): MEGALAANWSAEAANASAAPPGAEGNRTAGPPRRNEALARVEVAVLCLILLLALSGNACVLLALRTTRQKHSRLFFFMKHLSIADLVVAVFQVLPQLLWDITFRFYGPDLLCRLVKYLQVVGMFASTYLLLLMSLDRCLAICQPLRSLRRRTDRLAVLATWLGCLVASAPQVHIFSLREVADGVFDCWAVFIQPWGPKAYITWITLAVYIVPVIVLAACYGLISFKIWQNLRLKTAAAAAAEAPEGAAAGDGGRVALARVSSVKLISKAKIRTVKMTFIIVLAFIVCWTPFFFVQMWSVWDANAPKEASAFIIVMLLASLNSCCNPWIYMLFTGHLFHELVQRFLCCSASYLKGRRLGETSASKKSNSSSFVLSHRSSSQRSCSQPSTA
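Material: CHO-OTR cells, human receptor; compound dosing: single dose, 3.0 µM nominal final compound concentration; schedule: 6 min compound pre-incubation at room temperature, 100 s kinetic read; measured by: kinetic Fluo-8 calcium fluorescence; read-out basis: % activation vs EC15 and EC100 oxytocin; controls: EC15 oxytocin alone as 0%, 75 nM oxytocin as 100%; replicates: singlicate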
MEKK2 mut-MEK5: signal of MEK5 binding to mutant human MEKK2 PB1 domain; AID 1530; actives 0.35% (n = 290,000); percent response, % at 10 µM; bead flow cytometry, Alexa488-MEK5 binding to MEKK2 mutant; in the data active = percent response above about 24%, passing the limit was not always enough; also: inactives centre near 1; some results filed as inactive read as strong as hits
MEKK2 WT-MEK5: raises or lowers MEK5 binding to wildtype human MEKK2 PB1 domain; Q9Y2U5; bead flow cytometry, Alexa488-MEK5 binding to MEKK2 WT; actives lie on both sides; binding response (% of control), % at 10 µM; actives 1.1% (n = 290,000); AID 1531; in the data active = binding response below about 67% or above about 130%
OXTR ag: agonists of human oxytocin receptor. P30559. CHO-OTR cells, Fluo-8 calcium fluorescence; normalized: DMSO 0%, oxytocin 100%. activation, % at 3 µM. actives 0.32% (n = 320,000). AID 2435;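 active = activation above the mean of all tested compounds plus 3 SD, cutoff set per screening run, cut at about 20% in these data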;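 also: peak over basal fluorescence ratio from a 100 s FLIPR kinetic read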
GPR7 antag: antagonists of human GPR7 (neuropeptides B/W receptor 1); AID 1861; actives 1.1% (n = 290,000); inhibition, % at 4.4 µM; GPR7-expressing cells, fluorescence antagonist assay; P48145; in the data active = inhibition above about 16%, passing the limit was not always enough;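 also: cells stimulated with the agonist NPW; 0% = agonist with vehicle and 100% = vehicle without agonist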
Target sequence (P48145 whole entry, looked up): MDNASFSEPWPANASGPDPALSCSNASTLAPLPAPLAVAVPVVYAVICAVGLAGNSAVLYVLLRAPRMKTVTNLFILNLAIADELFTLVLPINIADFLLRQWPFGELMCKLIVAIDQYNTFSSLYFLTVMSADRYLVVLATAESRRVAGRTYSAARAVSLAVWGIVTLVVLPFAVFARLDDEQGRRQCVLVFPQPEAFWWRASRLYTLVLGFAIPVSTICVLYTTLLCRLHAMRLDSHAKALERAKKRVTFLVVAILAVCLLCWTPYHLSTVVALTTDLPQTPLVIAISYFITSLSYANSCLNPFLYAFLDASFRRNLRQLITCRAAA
V1R ag counter: activates human V1a receptor in oxytocin agonist counter-screen. P37288. CHO-V1R cells, Fluo-8 calcium fluorescence, agonist mode; 0% DMSO, 100% 3 nM vasopressin. activation, % at 3 µM. actives 0.25% (n = 320,000). AID 2797;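 active = activation above the mean activation of all tested compounds plus 3 SD, per screening run, cut at about 20% in these data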;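 also: signal is peak over basal fluorescence ratio across a 100 second FLIPR read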
PfM18AAP inh: PfM18AAP enzyme inhibition. AID 1822. inhibition, % at 7.35 µM. recombinant PfM18AAP, H-Glu-NHMec fluorogenic cleavage. actives 1.2% (n = 290,000);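 active = inhibition above the campaign mean inhibition over all tested compounds plus 3 SD, cut at about 28% in these data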;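 also: 0% = plate median of test compound wells and 100% = 2 mM ZnCl2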
NALP1 yeast inh: blocks the NALP1 inflammasome reconstituted in yeast | inhibition, % at 10 µM | actives 0.61% (n = 280,000) | AID 2071 | S. cerevisiae NALP1/ASC/caspase-1 growth, X-gal OD620, 72 h; in the data active = inhibition mostly above about 24%, no sharp cut-off; inactive = mostly below about 32%; also: some compounds called inactive have numbers as strong as hits
Active calls of the source: *; / = not tested or not shown; [ ] = another dose, or the depositor's remark.

SMILES	GalR3 antag	OXTR potentiate	MEKK2 mut-MEK5	MEKK2 WT-MEK5	OXTR ag	GPR7 antag	V1R ag counter	PfM18AAP inh	NALP1 yeast inh
CC(=O)N[C@@H](Cc1ccc(OC(F)(F)F)cc1)C(=O)O	-3	1	5	100	-0.8	-15	0.9	2	-7
CC(C)c1cccc(C(C)C)c1NC(=O)CCN1C(=O)NC2(CCCC2)C1=O	1	-1	/	/	-0.8	/	-0.3	/	/
Cc1ccc(C(=O)Nc2cccnc2)cc1S(=O)(=O)N1CCCC1	3	-5	3	107	1.3	-13	1.9	-5	10
COc1ccc(S(=O)(=O)N(CCCN2CCOCC2)Cc2cccc(OC)c2OC)cc1	-4	-9	11	103	-0.4	-5	1.7	-2	11
O=C(CN1C(=O)c2ccccc2S1(=O)=O)NCCC1=CCCCC1	-2	-10	1	97	-1.2	-13	-0.6	12	-75
CCNc1nc(NCC)n2c(SCC(=O)Nc3ccccc3Cl)nnc2n1	1	-1	/	/	0.4	/	0.0	/	/
Cc1ccc(-c2nc(C3CCCN(S(=O)(=O)c4ccc(C(F)(F)F)cc4)C3)no2)cc1 (stereo not drawn)	/	-4	1	103	-0.5	-4	0.5	2	30
CN(C)C(=O)CSc1cccc2cccnc12	-1	-5	-7	100	0.4	0	0.6	5	18
O=C(NCCC(=O)N1CCN(S(=O)(=O)c2ccccc2Cl)CC1)Nc1ccccc1	1	0	/	/	0.5	/	1.1	/	/
Cc1cc(=O)[nH]c(SCC(=O)N2C(C)CCCC2C)n1 (stereo not drawn)	-9	-1	0	104	0.5	-15	-0.1	2	-2
CS(=O)(=O)N1CCC(C(=O)NCc2ccccc2)CC1	2	-2	-3	95	0.6	-4	0.2	-2	1
CCn1c2ccccc2c2cc(NC(=O)COC(=O)c3ccccc3Br)ccc21	-3	-6	1	113	-1.5	8	-0.6	-9	/
N#Cc1c(N)oc(-c2cccs2)c1-c1cccs1	0	-3	-3	102	2.4	-6	1.8	3	15
Cc1cc(C)cc(NC2=NC3(CCCCC3)N=C(N)N2)c1	-3	-11	11	117	-0.8	1	-0.6	-3	8
CC(=O)Nc1cc2c(cc1C(=O)c1ccc(C)cc1)OCCO2	-4	-14	3	104	-0.4	-9	-0.2	-3	-2

Copied from above for reference:
SMILES	GalR3 antag	OXTR potentiate	MEKK2 mut-MEK5	MEKK2 WT-MEK5	OXTR ag	GPR7 antag	V1R ag counter	PfM18AAP inh	NALP1 yeast inh
CC(=O)N[C@@H](Cc1ccc(OC(F)(F)F)cc1)C(=O)O	-3	1	5	100	-0.8	-15	0.9	2	-7
CC(C)c1cccc(C(C)C)c1NC(=O)CCN1C(=O)NC2(CCCC2)C1=O	1	-1	/	/	-0.8	/	-0.3	/	/

Going on with the list.
SMILES	GalR3 antag	OXTR potentiate	MEKK2 mut-MEK5	MEKK2 WT-MEK5	OXTR ag	GPR7 antag	V1R ag counter	PfM18AAP inh	NALP1 yeast inh
Cc1ccc(S(=O)(=O)C(C#N)c2nc3ccccc3nc2N2CCCC2)cc1C (stereo not drawn)	-5	-5	3	86	1.6	-2	1.4	-4	4
Cc1ccc(S(=O)(=O)Nc2ccc(NC(=O)Nc3cccc(C(F)(F)F)c3)cc2)cc1	-6	-10	54*	171*	1.3	-15	2.4	-13	27
Cc1ccc(S(=O)(=O)N(C)C)cc1NC(=O)C(C)OC(=O)c1cc[n+]([O-])cc1 (stereo not drawn)	-1	-10	/	/	1.5	/	0.7	/	/
COc1cc(NC(=S)N2CCC(C(N)=O)CC2)c(OC)cc1Cl	-5	-3	4	108	-0.3	-12	0.5	17	2
CCc1cc2c(SCC(=O)Nc3ncc(Cl)c(C)c3Cl)ncnc2s1	2	-4	11	105	-1.7	-8	0.9	-1	30
O=C(CCCOc1ccc(Cl)cc1Cl)NCc1ccncc1	-1	-12	-5	98	-0.7	-11	1.0	-7	-4
CC1(C)O[C@@H]2C[C@H]3[C@@H]4C[C@H](F)C5=CC(=O)CC[C@]5(C)[C@H]4[C@@H](O)C[C@]3(C)[C@]2(C(=O)CO)O1	-4	-3	2	98	0.2	-11	0.2	3	18
COc1ccccc1-c1cc(C(=O)N2CCN(c3ccccc3OC)CC2)no1	/	-9	5	103	-0.3	0	-0.9	0	-5
COc1ccc(-c2cc(C(=O)Nc3c(C)n(C)n(-c4ccccc4)c3=O)no2)cc1OC	-4	6	3	100	-0.6	-20	-1.2	3	-4
NCCNC(=O)Cc1cccc(NC(=O)Cc2ccc(Nc3ncnc4c3ncn4[C@@H]3O[C@H](CO)[C@@H](O)[C@H]3O)cc2)c1	/	-7	6	121	0.4	/	-0.2	/	-4
CC(OC(=O)CCN=C1NS(=O)(=O)c2ccccc21)C(=O)Nc1ccc(F)cc1Cl (stereo not drawn)	-4	4	/	/	-0.5	/	-0.4	/	/
CN(CCN1CCOCC1)Cc1nc(-c2ccc(Cl)cc2)no1	-3	-2	-1	97	3.3	-11	2.7	2	-50
CCOC(=O)C1=C(C)N=C2SCCC(=O)N2C1c1cc(Br)ccc1OC (stereo not drawn)	1	-7	-1	100	-1.2	-9	-0.7	-2	/
CCOC(=O)c1c(C=O)c2ccccc2n1CC	-5	-3	-1	98	-0.7	-5	0.6	1	7
CCN1CCc2nc(NC(=O)c3ccccc3)sc2C1	-5	2	/	/	0.4	-4	0.4	3	15

Results in V1R ag counter and PfM18AAP inh, for two of the compounds above:
SMILES	V1R ag counter	PfM18AAP inh
COc1cc(NC(=S)N2CCC(C(N)=O)CC2)c(OC)cc1Cl	0.5	17
CCc1cc2c(SCC(=O)Nc3ncc(Cl)c(C)c3Cl)ncnc2s1	0.9	-1

New compounds follow.
SMILES	GalR3 antag	OXTR potentiate	MEKK2 mut-MEK5	MEKK2 WT-MEK5	OXTR ag	GPR7 antag	V1R ag counter	PfM18AAP inh	NALP1 yeast inh
O=C(N1CCOCC1)N1CCC(c2nc(-c3ccc(S(=O)(=O)N4CCOCC4)cc3)no2)CC1	-5	2	2	100	1.6	3	0.9	-4	20
Cc1ccc(-n2[nH]c(C)c(C=NC34CN5CN(CN(C5)C3)C4)c2=O)cc1C	0	-12	12	112	-0.4	-2	-0.2	6	/
COc1cccc(CNC(=O)CCS(=O)(=O)c2cccc3nsnc23)c1	-2	-16	/	/	-1.1	4	-0.9	3	11
CSC(=Nc1ccccc1)C(C#N)c1nc2ccccc2[nH]1 (stereo not drawn)	-3	-13	-23	94	-2.9	-15	-0.8	-7	/
NS(=O)(=O)c1ccc(NCc2cc(Cl)ccc2OCc2ccc(F)cc2)cc1	-4	-9	-1	99	0.4	2	1.9	0	27
O=C(CSc1nc2ccccc2c(=O)n1-c1ccc(Cl)cc1)N/N=C/C=C/c1ccccc1[N+](=O)[O-]	4	-2	-1	102	1.0	-3	0.3	3	23
CN(CCC1CCOCC1)C(=O)CC1C(=O)NCCN1CC1CCCCC1 (stereo not drawn)	-1	-6	-9	91	0.3	-6	-0.4	3	-3
CCN1C(=O)CC(N2CCN(c3ccc(Cl)cc3)CC2)C1=O (stereo not drawn)	-3	-15	5	103	1.0	-6	1.8	-4	-8
Cc1ccc(/C=N/NC(=O)CNC(=O)c2ccc(S(=O)(=O)N3CCCC3)cc2)o1	-1	3	/	/	0.0	2	0.7	2	-18
Cc1ccc(CC(=O)NCC(O)c2ccccc2)cc1 (stereo not drawn)	-10	-3	2	102	0.3	-17	-0.3	-3	-3
CCCNC(=O)c1cccc(COc2ccccc2OC)c1	-3	2	-1	102	-2.1	-14	-0.5	0	-20
Cc1cc(NC(=O)CCC(=O)N(CC(=O)NC2CCCC2)c2ccc(F)cc2)no1	-9	-5	0	96	0.7	-12	0.6	2	7
O=[N+]([O-])c1ccc(O)c(C=Nc2cccc3ncccc23)c1	-1	-1	-5	97	-0.2	-11	1.6	12	-5
Cc1c(CC(=O)N2CCC(C(=O)O)CC2)c(=O)oc2cc3c(cc12)CCC1(CCCCC1)O3	-4	0	2	103	0.5	-1	-0.5	4	10
O=C(c1nc2ccccn2c1CN1CCCC(OCc2ccccc2)C1)N1CCCC1 (stereo not drawn)	-6	-3	2	102	-0.2	19	-1.3	-8	7

Records listed above printed as active in MEKK2 mut-MEK5:
| Compound | GalR3 antag | OXTR potentiate | MEKK2 mut-MEK5 | MEKK2 WT-MEK5 | GPR7 antag | PfM18AAP inh | NALP1 yeast inh |
| --- | --- | --- | --- | --- | --- | --- | --- |
| Cc1ccc(S(=O)(=O)Nc2ccc(NC(=O)Nc3cccc(C(F)(F)F)c3)cc2)cc1 | -6 | -10 | 54* | 171* | -15 | -13 | 27 |

Carrying on.
SMILES	GalR3 antag	OXTR potentiate	MEKK2 mut-MEK5	MEKK2 WT-MEK5	OXTR ag	GPR7 antag	V1R ag counter	PfM18AAP inh	NALP1 yeast inh
Cc1ccc(C(=O)c2ncc[nH]2)cc1	-5	6	/	/	1.2	/	-0.7	/	/
O=C(NCCS(=O)(=O)NCc1ccco1)c1ccccc1	-2	-5	/	/	0.2	/	-1.4	/	/
Cc1nonc1C(=O)N/N=C/c1cc2c(cc1Br)OCO2	-4	13	-12	90	-2.5	5	-1.6	1	19
COc1ccc(N2C(=O)c3ccc(C(=O)Nc4ccccc4OC)cc3C2=O)cc1	-2	-5	-10	97	0.1	15	1.9	-10	10
CSCCC(NC(=O)c1ccc(Cl)cc1Cl)C(=O)NNC(=O)c1csc(N2CCOCC2)n1 (stereo not drawn)	2	1	5	108	-1.9	-19	-1.2	-2	16
S=C(NC1CCCC1)N1CCN(C/C=C/c2ccccc2)CC1	-7	-13	-5	88	9.7	-5	6.0	-11	6
O=C(OCCN1C(=O)c2cccc3c(N4CCOCC4)ccc(c23)C1=O)c1ccccc1Cl	15*	-11	0	96	12	0	26*	2	27
COc1ccc2c(c1)C=CC1(O2)N(CCO)c2ccccc2C1(C)C (stereo not drawn)	/	-13	1	98	1.2	-10	1.0	-1	4
Cc1ccccc1C(=O)N1CCN(c2ccc([N+](=O)[O-])c(NCc3cccnc3)c2)CC1	1	-11	-2	97	1.3	-13	1.5	4	14
CCOC(=O)N1CCN(Cc2nc3c(c(=O)[nH]c(=O)n3C)n2Cc2cc(C)ccc2C)CC1	/	-4	10	104	0.1	0	0.2	1	/
Cc1ccccc1OCC(O)CN1CCC(C)CC1 (stereo not drawn)	-7	1	-47	0.0*[inhibitor]	0.2	-7	0.2	-11	-1
Cc1ccccc1NC(=O)C(Cc1ccccc1)n1cccc1 (stereo not drawn)	-2	-1	-28	88	-0.4	-3	-0.3	-3	/
COc1ccc(CNC(=O)Cn2ccc(NC(=O)OCc3ccccc3)nc2=O)cc1	-5	-3	/	/	0.1	/	-0.6	/	/
C[C@@H]1CCC[C@]2(O[C@@H](CCO)C[C@H](O)[C@H]2O)O1	-8	-11	-3	99	-0.8	/	1.0	/	/

Single values from the list.
Value for O=C(OCCN1C(=O)c2cccc3c(N4CCOCC4)ccc(c23)C1=O)c1ccccc1Cl under GPR7 antag: 0
Value for Cc1ccccc1OCC(O)CN1CCC(C)CC1 (stereo not drawn) under V1R ag counter: 0.2
Value for CSCCC(NC(=O)c1ccc(Cl)cc1Cl)C(=O)NNC(=O)c1csc(N2CCOCC2)n1 (stereo not drawn) under OXTR potentiate: 1
Value for Cc1nonc1C(=O)N/N=C/c1cc2c(cc1Br)OCO2 under NALP1 yeast inh: 19

An unsorted share of the library; any-hit rate near 4.1%.
